# Assay outcomes deposited in PubChem BioAssay by several laboratories.
# CSN inh: CSN deneddylation inhibition; 360,000 tested, 0.38% active; Q92905; inhibition, % at 12.5 µM; Purified CSN, SCF-Nedd8-OG deneddylation, fluorescence polarization;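 active means pattern-corrected inhibition above about 35%, with an unprinted fluorescence ratio check between 0.5 and 1.5, limit read from the data, passing the limit was not always enough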;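 further: 0% = enzyme with substrate and 100% = substrate without enzyme; some results filed as inactive read as strong as hits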
# Target sequence (Q92905 whole entry, looked up, one chain of several): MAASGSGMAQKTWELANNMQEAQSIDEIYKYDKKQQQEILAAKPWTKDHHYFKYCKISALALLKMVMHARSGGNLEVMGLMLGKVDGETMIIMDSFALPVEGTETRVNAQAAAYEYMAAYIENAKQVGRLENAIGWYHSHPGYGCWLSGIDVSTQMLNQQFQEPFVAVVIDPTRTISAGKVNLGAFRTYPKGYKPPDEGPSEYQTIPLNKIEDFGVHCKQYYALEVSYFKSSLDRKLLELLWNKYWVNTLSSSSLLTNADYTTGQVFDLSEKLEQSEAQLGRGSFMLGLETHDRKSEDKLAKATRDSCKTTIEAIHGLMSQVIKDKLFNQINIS
#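 Assay system: purified human Csn5 enzyme expressed in HEK293T cells; Input: 0.24 nM Csn5 enzyme, final concentration; Reagent: 10 nM SCFSkp2-Nedd8OG; Compound dosing: 12.5 µM single point; Times: reaction 90 min, room temperature; Technique: fluorescence polarization readout.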
# NadD inh: inhibitors of Staphylococcus aureus NadD. purified NadD enzyme, colorimetric absorbance read-out. 360,000 tested, 0.78% active. inhibition, % at 20 µM; in the data active means inhibition above about 26%; further: some compounds past the cut are filed as inactive
# DNMT1 inh: inhibitors of human DNMT1; P26358; DNMT1 molecular beacon, Hinp1I cleavage, fluorescence; inhibition (reported as % activation of signal), % at 10 µM; 360,000 tested, 0.83% active; in the data active means inhibition above about 50%
# STEP block: blocks human striatal-enriched tyrosine phosphatase | inhibition, % at 20 µM | recombinant STEP, OMFP fluorogenic substrate, fluorescence | 360,000 tested, 0.25% active | P54829 | AID 588621;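 active means inhibition at 20 µM, scaled per plate between control wells, above about 37%, limit read from the data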;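 further: 0% = DMSO with enzyme and substrate and 100% = substrate only without enzyme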
#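 Assay system: isolated STEP enzyme. Buffer or medium: pH 6.0 Bis-Tris with DTT and Tween 20. Also added: fluorogenic phosphatase substrate OMFP at 25 µM final. Dosing: 20 µM, 1% DMSO. Timing: 20 min reaction, room temperature, in the dark. Measured by: fluorescence intensity, excitation 480 nm, emission 540 nm. Evaluation: normalized % inhibition.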
# Scp1 inh: inhibitors of human Scp-1 phosphatase; 340,000 tested, 0.88% active; inhibition, % at 20 µM; Recombinant Scp1, phosphopeptide, malachite green phosphate absorbance; Q9GZU7;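 active means inhibition above about 50% at 20 µM, limit read from the data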;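 further: plate controls were DMSO wells with enzyme for no effect and wells lacking enzyme for full effect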
#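 System: SCP-1 catalytic domain; Reagent: Phospho 17-mer peptide substrate; Doses: one concentration, 20 µM, with 1.0% DMSO; Incubation: 45 min room-temperature reaction, 5 min colour, 30 min stabiliser; Signal: Phosphate-binding colour reagent, absorbance read at 630 nm.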
# Rin1-Abl PPI inh: inhibitors of human Rin1-Abl protein interaction; 360,000 tested, 0.4% active; TR-FRET Rin1/Abl binding, biochemical; inhibition, % at 7.35 µM; in the data active means inhibition above about 5%, passing the limit was not always enough
# Rpn11 block: Rpn11 (human) deubiquitinase inhibition. O00487. human 26S proteasome, Ub4-pepOG fluorescence polarization; 20S core pre-blocked with epoxomicin. calls only at 20 µM. 360,000 tested, 0.59% active;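 active means inhibition at 20 µM, scaled to each plate's controls, above about 33%, limit read from the data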
# Neddylation inh: inhibitors of human cullin neddylation; 360,000 tested, 0.58% active; TR-FRET cullin neddylation, biochemical; calls only at 25 µM; in the data active means inhibition above about 36%
# Target sequence (P61081 whole entry, looked up): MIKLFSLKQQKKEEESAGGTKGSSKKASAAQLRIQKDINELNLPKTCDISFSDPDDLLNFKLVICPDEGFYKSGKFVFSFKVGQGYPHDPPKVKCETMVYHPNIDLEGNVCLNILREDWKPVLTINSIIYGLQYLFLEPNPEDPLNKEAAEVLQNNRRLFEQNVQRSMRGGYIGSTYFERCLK
# Target sequence (Q13564 whole entry, looked up): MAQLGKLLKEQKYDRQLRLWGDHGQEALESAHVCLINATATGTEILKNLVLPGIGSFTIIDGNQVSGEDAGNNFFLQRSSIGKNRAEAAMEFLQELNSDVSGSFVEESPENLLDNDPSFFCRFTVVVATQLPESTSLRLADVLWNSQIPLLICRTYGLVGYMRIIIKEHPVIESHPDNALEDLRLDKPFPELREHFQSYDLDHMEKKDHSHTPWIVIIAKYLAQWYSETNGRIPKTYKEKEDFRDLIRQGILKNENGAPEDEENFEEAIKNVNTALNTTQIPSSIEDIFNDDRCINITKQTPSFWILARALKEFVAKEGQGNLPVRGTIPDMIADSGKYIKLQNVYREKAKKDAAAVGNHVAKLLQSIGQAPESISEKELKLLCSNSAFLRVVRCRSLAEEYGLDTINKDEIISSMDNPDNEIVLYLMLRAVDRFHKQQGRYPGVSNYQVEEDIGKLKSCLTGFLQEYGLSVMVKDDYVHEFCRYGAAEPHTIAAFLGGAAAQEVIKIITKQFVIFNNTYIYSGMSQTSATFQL
# LMPTP inh: LMPTP (human) inhibition; inhibition, % at 20 µM; recombinant LMPTP-A, OMFP fluorogenic substrate, fluorescence intensity; 360,000 tested, 0.22% active; AID 651560; P24666;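 active means compounds that cut the enzyme signal by at least half of the control window in the single-dose screen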;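 further: plate controls were DMSO wells with enzyme plus substrate for no effect and substrate without enzyme for full effect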
#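 Test system – LMPTP-A enzyme · Amount – LMPTP-A at 0.625 nM final in the reaction · Buffer or medium – Bis-Tris pH 6.0, DTT, detergent · Reagent – OMFP 400 µM · Doses – single 20 µM dose · Schedule – reaction 50 min, room temperature, dark · Detection – fluorescence intensity of OMFP turnover product · Evaluation – percent inhibition versus substrate-only and uninhibited controls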
# SUMO1 PPI mod: alters human SUMO1 binding to SIM partners; inhibition, % at 20 µM; SUMO1 binding to a labelled peptide, TR-FRET, 1 h; 360,000 tested, 0.33% active; AID 602429; in the data active means inhibition above about 37%
# Numbers without * were called inactive; i = inactive; x = no result given; + = active, no number. Hits appear at their usual frequency, and some 3.8% of all compounds hit somewhere here.
1. C/C(=N\NC(=O)Cn1nc(C)c(Br)c1C)c1cccs1
2. CCCC(=O)N1CCCC1(C)C(=O)NCc1ccc(F)cc1Cl (stereo not drawn)
3. CCn1c(=S)[nH]c2cc(Cl)ccc21
4. O=c1ccn(C2CCCO2)c(=O)[nH]1 (stereo not drawn)
5. O=C(c1ccco1)N1CCN=C1SCc1ccccc1F
6. CCc1nnc(NC(=O)CCC(=O)NCc2ccc(OC)cc2)s1
7. Cc1ccc(C(=O)Nc2ccc(S(=O)(=O)N3CCCC3)cc2)o1
8. C/C(=N\N1CCN(Cc2ccccc2)CC1)c1ccco1

Assay by compound	1	2	3	4	5	6	7	8
CSN inh	4	1	-3	-3	-4	1	0	-4
NadD inh	6	-1	-3	-2	-3	4	-1	3
DNMT1 inh	5	-1	1	8	4	-3	0	0
STEP block	-2	-2	0	-2	1	0	0	3
Scp1 inh	-5	x	-8	-10	-9	-13	-8	-7
Rin1-Abl PPI inh	5	0	-2	-1	1	-2	1	1
Rpn11 block	i	i	i	i	i	i	i	i
Neddylation inh	i	i	i	i	i	i	i	i
LMPTP inh	-1.3	-0.3	-1.0	-1.9	-1.3	-1.2	-0.5	-0.7
SUMO1 PPI mod	-3	3	7	-3	0	-2	-1	0

9. CSc1nc2ccc(NS(=O)(=O)c3cccc(Cl)c3Cl)cc2s1
10. C/C(=N\NC(=O)c1ccn[nH]1)c1cn(C)nc1C
11. CCOC(=O)C1=C(O)/C(=C/c2ccc(OCC(=O)O)c(OCC)c2)SC1=Nc1ccc(C)cc1
12. Cc1cccc(-n2ccnc2SCC(=O)Nc2nccs2)c1
13. O=C(c1nnc(-c2ccc(Cl)cc2)o1)C1CCCC1
14. CCOC(=O)c1ccc(NC(=O)CSC2=NN3CCCC(=O)N=C3S2)cc1
15. Cc1onc(-c2ccccc2Cl)c1C(=O)N1CCCc2ccccc21
16. CC1CN(C(=O)c2cc3c(=O)n4ccccc4nc3s2)CC(C)O1 (stereo not drawn)

Assay by compound	9	10	11	12	13	14	15	16
CSN inh	-17	3	1	-1	-7	-10	-1	-3
NadD inh	0	2	10	-4	1	-6	-2	-3
DNMT1 inh	-10	9	-2	-4	1	1	-2	-2
STEP block	-2	-3	1	-3	-4	-2	-2	1
Scp1 inh	-10	5	5	-4	-10	-8	2	-3
Rin1-Abl PPI inh	-3	0	-2	-3	1	8	0	-2
Rpn11 block	i	i	i	i	i	i	i	i
Neddylation inh	i	i	i	i	i	i	i	x
LMPTP inh	3.0	-1.7	1.6	-1.4	-0.2	-1.6	-0.4	-1.8
SUMO1 PPI mod	1	-1	-8	-1	-5	-3	-1	-15

# Pulled one by one from the entries so far, 4 records:
13. O=C(c1nnc(-c2ccc(Cl)cc2)o1)C1CCCC1
9. CSc1nc2ccc(NS(=O)(=O)c3cccc(Cl)c3Cl)cc2s1
11. CCOC(=O)C1=C(O)/C(=C/c2ccc(OCC(=O)O)c(OCC)c2)SC1=Nc1ccc(C)cc1
16. CC1CN(C(=O)c2cc3c(=O)n4ccccc4nc3s2)CC(C)O1 (stereo not drawn)

Assay by compound	13	9	11	16
CSN inh	-7	-17	1	-3
NadD inh	1	0	10	-3
DNMT1 inh	1	-10	-2	-2
STEP block	-4	-2	1	1
Scp1 inh	-10	-10	5	-3
Rin1-Abl PPI inh	1	-3	-2	-2
Rpn11 block	i	i	i	i
Neddylation inh	i	i	i	x
LMPTP inh	-0.2	3.0	1.6	-1.8
SUMO1 PPI mod	-5	1	-8	-15

# Other records:
17. O=C(NC1CCCC1)C(c1ccncc1)N(Cc1ccccc1F)C(=O)c1csnn1 (stereo not drawn)
18. Cc1oc(C(C)(C)C)cc1C(=O)NCC(=O)NCC(=O)O
19. Cc1cccc(CNc2ccc(C(CC(N)=O)NC(=O)c3cccc(Br)c3)cc2[N+](=O)[O-])c1 (stereo not drawn)
20. Cc1cc(/C=N\NC(=O)CC(=O)NC2CCCCC2)c(C)n1-c1ccc(Cl)c(Cl)c1
21. CC(C)(C)c1nnc2sc(SCC(O)=C(C#N)c3nc4ccccc4[nH]3)nn2c1=O
22. O=C(O)CC1NC(=S)N(Cc2ccccc2)C1=O (stereo not drawn)
23. CC(=O)Nc1ccc(S(=O)(=O)N2CCN(C(=O)c3ncoc3-c3cccc(F)c3)CC2)cc1
24. CN(C)C(=O)CN1CCN(c2nc3nonc3nc2N2CCCCC2)CC1

Assay by compound	17	18	19	20	21	22	23	24
CSN inh	-6	4	4	6	12	3	0	2
NadD inh	0	11	-6	9	22	-3	-6	2
DNMT1 inh	0	4	12	-10	-22	-2	1	-2
STEP block	1	0	4	2	2	-2	0	3
Scp1 inh	-6	-4	-11	-1	-10	x	10	-4
Rin1-Abl PPI inh	-1	1	-1	0	1	-2	1	-2
Rpn11 block	i	i	i	i	i	i	i	i
Neddylation inh	i	i	i	i	i	i	i	i
LMPTP inh	-1.7	-0.4	1.0	1.1	0.7	-1.5	0.0	0.2
SUMO1 PPI mod	2	-3	-5	3	18	-1	-1	-9

25. OC(Cc1cccc(C=NN2CCOCC2)n1)(C(F)(F)F)C(F)(F)F
26. Cc1ccc(/C=N/NC(=O)c2cc3c(s2)CCCC3)o1
27. C[C@H](NC(=O)[C@@H]1Cc2ccccc2CN1C(=O)OC(C)(C)C)C(=O)NCC1CCCO1 (stereo partly drawn)
28. Cc1ccc(C(=O)O)cc1N=Cc1cc(Br)cc(Br)c1O
29. COc1ccc(-c2cc(NC=O)c3ncc(-c4cccc(C(=O)N(C)C)c4)n3c2)cn1
30. Cn1nc(C(=O)Nc2ccc(S(=O)(=O)Nc3ncccn3)cc2)ccc1=O
31. O=C(O)CCSc1nnc(SCC(=O)NCC(F)(F)F)s1
32. Cc1cc(S(=O)(=O)Nc2cccnc2)c(Cl)cc1Cl

Assay by compound	25	26	27	28	29	30	31	32
CSN inh	3	-6	2	-8	0	8	-8	3
NadD inh	-2	-4	-5	4	1	3	-3	-4
DNMT1 inh	4	3	0	-2	0	8	-2	2
STEP block	2	-1	-1	2	1	0	-2	-1
Scp1 inh	x	0	-6	-4	x	-9	-7	3
Rin1-Abl PPI inh	2	2	2	0	2	3	-5	-1
Rpn11 block	i	i	i	i	i	i	i	i
Neddylation inh	i	i	i	+	i	i	i	i
LMPTP inh	-1.9	0.3	0.3	-0.4	-0.3	2.0	-2.1	-1.4
SUMO1 PPI mod	-3	-3	-1	-6	-14	-5	-4	3

33. Cc1c(C(=O)CN2CCSCC2)c2ccccc2n1C
34. O=C(CSc1nc2ccccc2s1)NC(=O)NCc1ccco1
35. COC(=O)c1ccc2nc(NC(=O)CN3C(=O)CCC3=O)sc2c1
36. COc1ccc(C(CNC(=O)Nc2cccc(C)c2)N2CCN(C)CC2)cc1 (stereo not drawn)
37. CCOC(=O)[C@]12CCC=C1N(Cc1cccc3ccccc13)C(=O)[C@H](CC(=O)N1CCC(c3ccccc3)CC1)C2
38. O=C(COc1cccc2ccccc12)N1CCN(c2ccccn2)CC1
39. CCOc1ccc(C(=O)NC(C)(C)CC)cc1
40. COc1ccc(NS(=O)(=O)c2ccc(C)c(C(=O)N3CCCCCCC3)c2)cc1

Assay by compound	33	34	35	36	37	38	39	40
CSN inh	-2	5	-6	3	-2	-2	6	-7
NadD inh	1	10	3	-4	7	10	-2	5
DNMT1 inh	3	-3	5	0	x	-8	-2	3
STEP block	-3	-3	-1	3	x	0	-1	0
Scp1 inh	-2	-2	1	17	x	10	10	-4
Rin1-Abl PPI inh	-1	-1	0	-3	x	-3	5	2
Rpn11 block	i	i	i	i	x	i	i	i
Neddylation inh	i	i	i	i	i	i	i	i
LMPTP inh	0.8	0.5	-0.9	-1.5	8.1	0.4	0.1	0.0
SUMO1 PPI mod	-6	4	-4	5	6	-2	4	2

41. O=C(COC(=O)c1ccccn1)NCc1cccc(Cl)c1
42. Cc1cc(C(O)c2ncc(-c3ccc(Cl)cc3)[nH]2)ccc1F (stereo not drawn)
43. C/C(=N/NS(=O)(=O)c1ccc(Cl)cc1)c1cccc(O)c1
44. COc1ccc(OC)c(S(=O)(=O)N/N=C(/C)c2c[nH]c3ccccc23)c1
45. O=Cc1cn(CC(=O)Nc2ccc(F)cc2)c2ccccc12
46. Cc1ccc(NC(=O)CN2C(=O)NC3(CCc4ccccc43)C2=O)cc1 (stereo not drawn)
47. CC1CCCC(C)N1S(=O)(=O)c1ccc(S(=O)(=O)NCc2ccccc2)cc1 (stereo not drawn)
48. COc1cccc(C(=O)NCCSCc2c(F)cccc2Cl)c1

Assay by compound	41	42	43	44	45	46	47	48
CSN inh	2	0	-1	0	-5	-2	-1	2
NadD inh	-1	-9	8	2	-5	-8	11	-5
DNMT1 inh	0	-2	2	1	1	0	9	-1
STEP block	-2	-2	-6	-2	-1	-4	-1	1
Scp1 inh	-9	x	-2	-2	-6	-7	7	-14
Rin1-Abl PPI inh	0	-6	0	-3	2	0	-1	-4
Rpn11 block	i	i	i	i	i	i	i	i
Neddylation inh	i	i	i	i	i	i	i	i
LMPTP inh	-0.6	0.5	-1.9	0.3	0.2	-0.9	-3.5	1.6
SUMO1 PPI mod	1	6	-2	1	-2	-6	6	7

49. C=CCn1c(SCC(=O)NC2CCCCC2)nnc1-c1ccc(OC)cc1
50. CCOC(=O)c1cnc2cc(C)nn2c1-c1ccccc1
51. CC(C)N(CCc1ccncc1)C(=O)Nc1ccc(F)cc1
52. CCCc1ccc(-c2cc(C(=O)N3CCN(c4ccccn4)CC3)c3ccccc3n2)cc1
53. COc1ccc(-c2oc3ccc(-c4cc(OC)c(OC)c(OC)c4)cc3c2C(=O)c2ccc(OC)nc2)cc1
54. CCOCCCNC(=O)c1cc(Nc2ccc(OC)cc2OC)nc2ccccc12
55. CCN(CC)CCCN(Cc1cc2cc3c(cc2[nH]c1=O)OCO3)C(=O)Nc1ccccc1OC
56. Cc1ccc(S(=O)(=O)N2CCOCC2)cc1NC(=O)COc1ccc2c(C)cc(=O)oc2c1
57. Fc1ccc(CSc2nncn2NCc2ccc3c(c2)OCO3)cc1
58. COc1ccccc1NC(=O)N1C2CCCC1CC(NC(=O)c1ccccc1)C2 (stereo not drawn)

Assay by compound	49	50	51	52	53	54	55	56	57	58
CSN inh	0	4	5	0	3	-3	-4	-1	-4	-1
NadD inh	1	-2	3	4	-4	-1	-7	9	-4	4
DNMT1 inh	2	1	-1	-5	-4	0	-1	-1	2	3
STEP block	-2	3	0	8	2	2	-5	0	2	1
Scp1 inh	-8	-3	-13	7	-12	-8	-1	1	0	-5
Rin1-Abl PPI inh	-1	2	1	1	-1	0	-1	-1	-1	0
Rpn11 block	i	i	i	i	i	i	i	i	i	i
Neddylation inh	i	i	i	i	i	i	i	x	i	i
LMPTP inh	-1.2	-1.1	-2.7	7.9	0.9	-1.3	0.9	0.5	1.1	0.5
SUMO1 PPI mod	7	-2	-1	5	-23	-2	0	-1	-3	2
